Assay outcomes from PubChem BioAssay.
WT yeast gro inh = growth inhibition of WT strain, primary screen, mitochondrial fusion inhibitor project, WT and mutant strains, chemical genetic; inhibition, % at 10 µM; AID 1362, 2008; mitochondrial fusion phenotypic screen; 190,000 tested, 2.1% active; in the data active = inhibition above about 58%; tested in S. cerevisiae
CSM14.1 death rescue = rescue of cells from ER stress-induced death, primary screen, 384-well, CSM14.1, thapsigargin, ATP luminescence (AID 1222); CSM14.1 thapsigargin-induced death rescue, ATP luminescence; higher % means a stronger effect; cellular ATP content (survival), % at 20 µM, or EC50 in µM where a hit was titrated; 190,000 tested, under 10 active;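 active = EC50 below 50 µM in the dose-response confirmation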;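 also: death triggered by thapsigargin at about 15 µM added after 2 h compound pretreatment; cell ATP read after overnight thapsigargin exposure of roughly 18 to 22 hours; normalized against plate controls of thapsigargin alone and 5% DMSO vehicle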
XIAP displacement = XIAP antagonists, biochemical, IAP family, fluorescence polarization (AID 1018). displacement, % at 20 µM, or IC50 in µM where a hit was titrated. XIAP BIR domain, fluorescence polarization peptide displacement; higher % means a stronger effect. 200,000 tested, 0.007% active; in the data active = displacement above about 50%; also: a part of the inactive calls stands beside numbers as strong as those of hits
Dengue-2 NS5 capping = Dengue-2 NS5 methyltransferase inhibitors, primary screen, biochemical, confirmation dose response (AID 588689). inhibition, % at 25 µM, or IC50 in µM where a hit was titrated. 340,000 tested, 0.3% active. Dengue-2 NS5 methyltransferase capping enzyme assay, biochemical; higher % means a stronger effect; in the data active = a potency from the dose series; inconclusive = inhibition above about 29% without an active follow-up result
West Nile virus CPE = West Nile virus antiviral activity, cell-based, CPE readout (AID 1621); West Nile virus-infected cells, CPE inhibition; higher % means a stronger effect; 290,000 tested, 0.02% active; one-dose CPE inhibition, % at 10 µM; IC50 in µM for titrated hits; in the data active = a potency from the dose series; inconclusive = CPE inhibition mostly from about 3.7% at the one dose, without a potency; inactive = the rest, 99 in 100 with CPE inhibition below about 2.2%; also: strong numbers were not always called active
SV40 large T antigen = SV40 large T antigen inhibitors, biochemical (AID 1903); SV40 large T antigen ATPase/helicase inhibition assay; higher % means a stronger effect; one-dose inhibition, % at 20 µM; IC50 in µM for titrated hits; 310,000 tested, 0.39% active; in the data active = a potency from the dose series; inconclusive = inhibition mostly from about 32% at the one dose, without a potency; inactive = the rest, 99 in 100 with inhibition below about 32%; also: strong numbers were not always called active
K1F lysis inhibition = inhibition of K1F phage lysis, E. coli UTI89, bacterial capsule biogenesis inhibitors, alamar blue (AID 488966); E. coli UTI89 K1F phage lysis, alamar blue, 2 h; higher % means a stronger effect; one-dose inhibition, % at 100 µM; IC50 in µM for titrated hits; 340,000 tested, 0.02% active;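 active = phage lysis inhibition, versus mean bacterial control, above a set limit; inconclusive = no clear call, values can overlap the other calls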;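 also: capsule biogenesis inhibitors block K1F phage lysis so surviving cells raise fluorescence; higher fluorescence means more inhibition of phage lysis; actives were called in the ten point dose series up to 300 µM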
RSV antiviral HEp-2 = RSV antiviral activity via CPE protection, HEp-2 cells, primary 10 µM value included (AID 2391). HEp-2 cells, RSV-induced CPE inhibition; higher % means a stronger effect. CPE inhibition, % at 10 µM; hits with a dose series show IC50 in µM. 310,000 tested, 0.13% active; in the data active = a potency from the dose series; inconclusive = CPE inhibition mostly from about 23% at the one dose, without a potency; inactive = the rest, 99 in 100 with CPE inhibition below about 21%; also: strong numbers were not always called active
Yfh1-depleted yeast = enhancers of respiration in Yfh1-depleted yeast, dose response, Friedreich's ataxia, plus single-dose screen (AID 1465). S. cerevisiae Yfh1-off respiration, WST-1 reduction, 72 h; higher fold induction means a stronger effect. one-dose fold induction at 50 µM; EC50 in µM for titrated hits. 220,000 tested, 0.074% active;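 active = fold induction of absorbance versus untreated yeast above a set limit, then at least 30% activation at any dose in follow-up; inconclusive = repeats straddling the limit, or above it without dose testing; inactive = fold induction below the set limit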;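 also: activators that raise dye reduction in frataxin-depleted yeast; strong numbers were not always called active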
WT yeast gro inh mutant strain = further read-out of WT yeast gro inh, marked with its call; inhibition, %; mitochondrial fusion phenotypic screen, mutant strain inhibition
Dengue-2 NS5 capping pilot replicate = recorded beside Dengue-2 NS5 capping, whose call it bears; inhibition, %; measured here: pilot screen replicate inhibition
The depositor's hits bear a star; i = inactive; ? = inconclusive; . = no result given; & = joins results of further samples; [ ] = remark or other dose. Random draw from the library; 2.2% or so of the library scored in one or more.

SMILES	WT yeast gro inh	WT yeast gro inh mutant strain	CSM14.1 death rescue	XIAP displacement	Dengue-2 NS5 capping	West Nile virus CPE	SV40 large T antigen	K1F lysis inhibition	RSV antiviral HEp-2	Yfh1-depleted yeast	others
CCc1ccccc1NC(=S)NC1CC2CCCC(C1)N2Cc1cccs1 (stereo unspecified)	14	21	0.9%	-4.3%	-1%	-1.0%	3%	0.4%	-2.1%	i
COc1cc(NC(=O)c2ccccc2Cl)ccc1NC(=O)c1ccco1	11	6	-1.2%	1.0%	-6%	0.7%	21%	-2.0%	4.1%	i
CSc1nc(C=Nc2ccccc2Cl)c(O)n1Cc1cccc(Cl)c1	.	.	.	.	-15%	-0.2%	5%	0.5%	2.7%	i
O=C(CCC1CCCN(C(=O)Cc2cccc(F)c2)C1)N1CCN(c2ccccn2)CC1 (stereo unspecified)	-15	-17	3.3%	1.3%	-6%	-1.2%	4%	3.1%	-0.9%	i
N#Cc1c(N)nc2c(c1N)CC(CCl)O2 (stereo unspecified)	-2	6	-3.3%	-11%	6%	0.2%	2%	1.5%[50 µM]	-0.3%	i
CCCCn1c(SCC(=O)Nc2ccc(OC)cc2)nc2ccc(N3CCOCC3)cc2c1=O	18	12	-0.5%	-2.2%	7%	0.4%	9%	-0.1%	7.8%	i	Dengue-2 NS5 capping pilot replicate=1.8
Cc1ccc(S(=O)(=O)N(C)C)cc1NC(=O)c1cc(-c2ccco2)nc2ccccc12	.	.	.	.	-4%	0.2%	8%	-0.4%	0.7%	.
CC(=O)Nc1ccc(OCC(=O)N2CCc3ccccc3C2)cc1	.	.	.	.	-2%	-0.9%	12%	0.0%	1.2%	.
COc1ccc(C(=O)c2sc3nc(-c4ccccc4)ccc3c2N)cc1	-5	-30	-1.4%	-2.6%	.	0.2%	5%	2.6%	4.2%	i
CN(CCOc1ccccc1)C(=O)C1CCC(=O)N(CCN2CCOCC2)C1 (stereo unspecified)	.	.	.	.	1%	0.2%	-15%	0.1%[50 µM]	1.5%	.
O=C(CSCc1ccccc1Cl)N/N=C/c1ccco1	23	6	0.3%	-2.6%	-5%	0.5%	3%	0.4%	0.9%	i
CCOc1ccccc1CNC(=O)CCNC(=O)Cn1ccc2ccccc2c1=O	8	-3	-3.4%	-1.7%	0%	-0.7%	14%	-0.5%	0.4%	i
Cc1c(C(=O)NCc2ccco2)sc2nc(-c3ccccc3)cn12	17	4	1.0%	-3.5%	-1%	0.6%	8%	0.9%	6.5%	i
O=C(CNCCO)NC12CC3CC(CC(C3)C1)C2	-19	-16	0.3%	-5.3%	-4%	-0.4%	1%	-0.2%	1.2%	i
Cc1noc(NS(=O)(=O)c2ccc(NC(=O)C(F)(F)F)cc2)c1C	.	.	.	.	.	0.1%	2%	0.4%	-0.2%	.
COc1ccccc1C(=O)Oc1ccc(C(C)(C)C)cc1	.	.	-0.8%	-2.4%	-9%	-0.5%	15%	-1.8%	1.1%	i
CCOc1ccc(N2CC(C(=O)NCCc3ccccc3)CC2=O)cc1 (stereo unspecified)	.	.	.	.	-1%	-0.2%	3%	0.0%	1.4%	.
COc1ccc(Cl)cc1Nc1nc(N)nc(C(F)(F)F)n1	-2	22	1.3%	0.5%	-7%	0.7%	10%	1.1%	.	i
O=C(O)c1ccc(S(=O)(=O)N2CCCCCC2)cc1	3	9	-0.5%	-2.1%	0%	0.5%	18%	-0.1%	1.2%	i
Cn1c(O)c(N=NC(=N)N)c2ccccc21	.	.	.	.	-9%	0.3%	29%	0.3%	0.4%	i
Cc1sc(NC(=O)c2cc3ccccc3oc2=O)c(C(=O)OC(C)C)c1-c1ccccc1	-13	8	0.3%	-8.2%	-3%	0.0%	-1%	2.2%	-0.9%	i
CC(=O)Nc1cc(NC(C)=O)cc(C(=O)OC(C)C(=O)Nc2ccc(S(=O)(=O)N3CCCC3)cc2)c1 (stereo unspecified)	.	.	.	.	-4%	.	15%	1.4%[50 µM]	-0.6%	.
COc1ccc(CCN(C)C(=O)CSc2ncnc3sccc23)cc1OC	11	-1	0.9%	-3.4%	-6%	-0.2%	1%	-1.6%	-0.8%	i
CCc1ccc(NC(=O)c2cccc(NC3=NC4CS(=O)(=O)CC4S3)c2)cc1 (stereo unspecified)	.	.	.	.	6%	0.2%	-1%	0.8%	1.1%	.
COc1ccc(NC(=O)CSc2nc3c(c(=O)n2C)SCC3)cc1OC	.	.	.	.	0%	0.2%	14%	0.8%[50 µM]	2.2%	.
Cc1cccn2c(=O)c(/C=C(\C#N)S(=O)(=O)c3ccccc3)c(Oc3ccc(Cl)cc3)nc12	60*	22*	4.7%	-6.7%	-3%	2.8%	4%	-1.7%	?	i
O=C(CCc1ccc(CCC(=O)c2cccs2)s1)c1cccs1	-27	-2	.	-2.1%	-4%	-0.4%	4%	-0.5%	-0.8%	i
Cc1ccc2nc(SCC(=O)Nc3ccc(F)cc3)nc(=O)n2c1	.	.	.	.	7%	.	8%	2.5%[50 µM]	1.0%	.
OCCN1CCN(C(=S)c2ccc(Cl)c(Cl)c2)CC1	-16	-4	.	-8.2%	1%	-0.7%	19%	-0.2%	-0.9%	i
COc1ccc(C2Nc3ccccc3C(=O)N2Cc2ccco2)cc1CN1C(=O)c2ccccc2C1=O (stereo unspecified)	11&1	4&-10	3.4%&-0.9%	-0.2%&-9.0%	0%&-5%	0.6%&-0.1%	12%&11%	-3.4%&7.7%	1.9%&1.9%	i
O=C1NCCCC1C(=O)N1CCN(C(c2ccccc2)c2ccccc2)CC1 (stereo unspecified)	-10	5	-0.7%	-4.2%	-3%	-0.9%	23%	1.1%	1.4%	i
CN1CCN(c2nc3c(c(=O)[nH]c(=O)n3C)n2Cc2ccccc2)CC1	.	.	.	.	7%	-0.3%	27%	-2.5%	1.3%	.
NC(=O)c1ccc(SCC(=O)OCC(=O)N2CCN(C(=O)c3ccco3)CC2)c([N+](=O)[O-])c1	.	.	.	.	-6%	.	8%	0.6%[50 µM]	-1.8%	.
Cc1ccc(Cl)c(OCC(=O)NCC(c2cccs2)N2CCOCC2)c1 (stereo unspecified)	.	.	.	.	0%	.	9%	0.0%[50 µM]	3.5%	.
Cc1ccc(S(=O)(=O)N2CCN(C(=O)COC(=O)Cc3cccc(C(F)(F)F)c3)CC2)c(C)c1	.	.	.	.	-9%	.	23%	0.3%[50 µM]	-0.7%	.
CC(Oc1ccc(C(=O)c2ccccc2)cc1)C(=O)N1CCOCC1 (stereo unspecified)	.	.	.	.	-6%	.	0%	0.8%[50 µM]	-0.2%	.
Cc1cc(OCC(=O)NCc2ccccn2)c2c(C)cc(=O)oc2c1	.	.	.	.	-2%	0.1%	13%	0.2%	1.4%	.
COC(=O)c1ccc(OCC(O)CN2CCN(C(=O)c3ccco3)CC2)cc1 (stereo unspecified)	.	.	.	.	-4%	-0.2%	26%	0.1%	0.6%	.
COc1ccc(/C(O)=C2\C(=O)C(=O)N(CCN3CCOCC3)C2c2ccccc2OC)cc1 (stereo unspecified)	0	-8	1.2%	-1.8%	-4%	-0.5%	2%	6.0%	.	i
CCOC(=O)c1ccc(CNC(=O)CSc2nc(NC(=O)c3ccccc3)c3c(C)c(C)oc3n2)cc1	-1	-2	-1.0%	1.2%	-2%	1.0%	10%	2.1%	0.4%	i
CCC(C(=O)NCCCN1CCN(C)CC1)n1nc(C)n2c(cc3occc32)c1=O (stereo unspecified)	.	.	.	.	-16%	-0.1%	11%	-0.1%	9.5%	.
Cc1c(-c2nc(-c3ccc(C(C)(C)C)cc3)no2)n(C)oc1=O	.	.	.	.	8%	-0.2%	11%	1.9%	1.7%	i
S=C(NCCN1CCOCC1)Nc1ccc(Cl)cc1Cl	-24	-5	-1.3%	-6.2%	-8%	-0.6%	8%	0.6%	0.3%	i
Cc1nc(C(C)N(C)Cc2nc(Cc3ccccc3F)no2)c(C)s1 (stereo unspecified)	.	.	.	.	7%	0.2%	17%	0.1%	5.8%	i
CCSc1nnc(COc2ccccc2)n1CC	.	.	.	.	-9%	0.2%	26%	0.2%	4.2%	i

Fetched by compound from above, 6 records:
SMILES	WT yeast gro inh	WT yeast gro inh mutant strain	CSM14.1 death rescue	XIAP displacement	Dengue-2 NS5 capping	West Nile virus CPE	SV40 large T antigen	K1F lysis inhibition	RSV antiviral HEp-2	Yfh1-depleted yeast	others
CCc1ccc(NC(=O)c2cccc(NC3=NC4CS(=O)(=O)CC4S3)c2)cc1 (stereo unspecified)	.	.	.	.	6%	0.2%	-1%	0.8%	1.1%	.
O=C(CNCCO)NC12CC3CC(CC(C3)C1)C2	-19	-16	0.3%	-5.3%	-4%	-0.4%	1%	-0.2%	1.2%	i
Cc1ccc2nc(SCC(=O)Nc3ccc(F)cc3)nc(=O)n2c1	.	.	.	.	7%	.	8%	2.5%[50 µM]	1.0%	.
CCOC(=O)c1ccc(CNC(=O)CSc2nc(NC(=O)c3ccccc3)c3c(C)c(C)oc3n2)cc1	-1	-2	-1.0%	1.2%	-2%	1.0%	10%	2.1%	0.4%	i
CCc1ccccc1NC(=S)NC1CC2CCCC(C1)N2Cc1cccs1 (stereo unspecified)	14	21	0.9%	-4.3%	-1%	-1.0%	3%	0.4%	-2.1%	i
Cc1cc(OCC(=O)NCc2ccccn2)c2c(C)cc(=O)oc2c1	.	.	.	.	-2%	0.1%	13%	0.2%	1.4%	.
